Source: PubChem BioAssay (several laboratories)
CRFR2-BP ag: agonists of CRF-BP/CRF-R2 complex, primary screen, cell-based, HEK293, calcium dye fluorescence, uHTS; actives 0.46% (n = 350,000); CRF-binding protein / CRF receptor 2 complex (human); activation, % at 13.2 µM; calcium dye fluorescence (FLIPR); percent of saturating CRF peptide response;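 active means activation of at least 50%, plus an integration ratio under a set limit after plate pattern correction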;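 further: plate controls were neutral control wells without compound for no effect and CRF at EC100 for full effect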
IDE cell inh: human IDE inhibitors in live cells, primary screen, fluorescence polarization, HEK cells, FAbetaB substrate. inhibition, % at 5.59 µM. FAbetaB cleavage. actives 0.41% (n = 320,000). Insulin-degrading enzyme (Homo sapiens), P14735. AID 434962, 2010;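 active means percent inhibition above the average of all tested compounds plus 3 SD, set per screening campaign, cut at about 16% in these data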;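 further: IDE supplied by intact live HEK cells; FP after avidin binding of uncleaved biotin substrate so inhibition keeps polarization high; 0% = DMSO wells and 100% = 60 µM reference IDE inhibitor Ii1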
CHRM4 antagonist: human M4 muscarinic receptor antagonists, primary screen, CHO cells, Fluo-8 calcium fluorescence | inhibition, % at 3 µM | CHO-hM4 cells, ACh EC80 | actives 0.73% (n = 360,000) | Muscarinic acetylcholine receptor M4 (Homo sapiens), P08173;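 active means inhibition above its plate's cutoff, the mean inhibition of sample wells plus 3 SD, cut at about 27% in these data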;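 further: 0% = acetylcholine EC80 with DMSO and 100% = DMSO without agonist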
Target sequence (P08173 whole entry, looked up): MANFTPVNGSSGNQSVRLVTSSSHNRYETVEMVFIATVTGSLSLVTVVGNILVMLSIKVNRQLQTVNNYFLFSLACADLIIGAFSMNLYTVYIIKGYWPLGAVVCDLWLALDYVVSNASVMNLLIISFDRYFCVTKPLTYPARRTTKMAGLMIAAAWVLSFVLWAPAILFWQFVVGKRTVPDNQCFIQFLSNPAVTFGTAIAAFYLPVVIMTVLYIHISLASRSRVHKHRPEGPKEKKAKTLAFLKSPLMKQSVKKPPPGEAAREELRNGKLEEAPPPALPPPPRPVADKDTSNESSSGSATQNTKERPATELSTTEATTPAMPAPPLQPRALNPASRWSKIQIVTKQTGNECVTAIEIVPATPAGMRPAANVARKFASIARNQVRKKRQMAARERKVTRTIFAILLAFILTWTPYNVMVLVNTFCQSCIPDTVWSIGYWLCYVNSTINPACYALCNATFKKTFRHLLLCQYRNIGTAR
CHRM5 agonist: human M5 muscarinic receptor agonists, primary screen, CHO-K1 cells, Fluo-8 calcium fluorescence; actives 0.19% (n = 360,000); activation, % at 3 µM; Muscarinic acetylcholine receptor M5 (Homo sapiens), P08912; CHO-K1 hM5 cells; 0% DMSO wells, 100% maximal acetylcholine response;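 active means activation above the run's mean over test compounds plus 3 SD, cut at about 23% in these data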;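 further: signal is peak over basal fluorescence ratio across the kinetic read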
Target sequence (P08912 whole entry, looked up): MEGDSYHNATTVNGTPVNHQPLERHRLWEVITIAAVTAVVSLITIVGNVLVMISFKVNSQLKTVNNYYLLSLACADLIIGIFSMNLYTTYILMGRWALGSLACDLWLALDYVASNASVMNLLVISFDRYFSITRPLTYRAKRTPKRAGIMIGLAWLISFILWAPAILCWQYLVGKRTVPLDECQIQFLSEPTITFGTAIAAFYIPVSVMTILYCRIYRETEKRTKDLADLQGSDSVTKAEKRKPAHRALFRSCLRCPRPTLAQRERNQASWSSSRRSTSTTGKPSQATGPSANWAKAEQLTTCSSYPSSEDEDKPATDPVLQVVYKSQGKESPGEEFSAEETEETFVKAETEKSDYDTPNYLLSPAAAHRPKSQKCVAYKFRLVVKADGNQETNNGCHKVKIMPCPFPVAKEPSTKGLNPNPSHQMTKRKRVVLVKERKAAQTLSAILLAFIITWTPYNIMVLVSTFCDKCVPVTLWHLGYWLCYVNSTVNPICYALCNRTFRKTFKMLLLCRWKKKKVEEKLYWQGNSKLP
CHRM5 antagonist: human M5 muscarinic receptor antagonists, primary screen, CHO cells, Fluo-8 calcium fluorescence | inhibition, % at 3 µM | AID 624040, 2012 | CHO-hM5 cells, ACh EC80 | Muscarinic acetylcholine receptor M5 (Homo sapiens), P08912 | actives 0.59% (n = 360,000);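 active means inhibition above a per-plate cutoff, the mean of that plate's test compounds plus 3 SD, cut at about 27% in these data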;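 further: 0% = acetylcholine EC80 with DMSO and 100% = DMSO without agonist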
M4 PAM: human M4 muscarinic receptor positive allosteric modulators, primary screen, CHO-K1 cells, Fluo-8 calcium fluorescence; activation, % at 3 µM; Muscarinic acetylcholine receptor M4 (Homo sapiens), P08173; CHO-K1 hM4/Gqi5, ACh EC20; 0% = ACh EC20, 100% = maximal ACh; actives 0.4% (n = 360,000);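 active means activation above its plate's cutoff, the mean activation of sample wells plus 3 SD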; further: some results filed as inactive read as strong as hits
CHRM4 agonist: human M4 muscarinic receptor agonists, primary screen, CHO-K1 cells, Fluo-8 calcium fluorescence | Muscarinic acetylcholine receptor M4 (Homo sapiens), P08173 | activation, % at 3 µM | AID 624127, 2012 | CHO-K1 hM4/Gqi5; vehicle 0%, full acetylcholine response 100% | actives 0.14% (n = 360,000);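 active means activation above the run mean over all test wells plus 3 SD, cut at about 32% in these data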;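 further: peak over basal fluorescence ratio per well then scaled between controls; 0% = DMSO wells and 100% = acetylcholine at EC100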
CHRM5 PAM: human M5 muscarinic receptor positive allosteric modulators, primary screen, CHO-K1 cells, Fluo-8 calcium fluorescence; Muscarinic acetylcholine receptor M5 (Homo sapiens), P08912; CHO-K1 hM5, ACh EC20 PAM; 0% = ACh EC20, 100% = ACh EC100; activation, % at 3 µM; actives 0.3% (n = 360,000); AID 624038, 2012;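 active means activation above the run cutoff, the mean activation of all test compounds plus 3 SD, cut at about 18% in these data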
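System: CHO-K1 cell line with stable human muscarinic M5 receptor expression | Also added: EC20 acetylcholine as agonist stimulus | Compound: One concentration, 3 µM final (nominal) | Timing: Fluo-8 loading 80 min at 37 °C plus 30 min room temperature | Measured by: Fluo-8 calcium dye fluorescence, kinetic read | Read-out basis: % activation, ACh-normalized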
CRFR2-BP antag: antagonists of CRF-BP/CRF-R2 complex, primary screen, cell-based, HEK293, calcium dye fluorescence, uHTS; CRF-induced calcium fluorescence; inhibition, % at 11.8 µM; actives 0.59% (n = 350,000);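 active means inhibition of the ligand-induced calcium signal above about 50% at the single tested concentration, limit read from the data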
* = called active by the depositor; / = not tested or not shown. The order is random, and some 2.9% of all compounds hit somewhere here.

Start of the data: the first 2 entries, to show the layout:
SMILES	CRFR2-BP ag	IDE cell inh	CHRM4 antagonist	CHRM5 agonist	CHRM5 antagonist	M4 PAM	CHRM4 agonist	CHRM5 PAM	CRFR2-BP antag
Cc1ccc(Cl)cc1NC(=O)Cn1nc(-c2cccs2)ccc1=O	-0.8	6	-4	3	0	-3	5	-1	-13
COc1ccc(CC(=O)NCc2cn3ccsc3n2)cc1	1.4	-2	-14	0	-2	6	0	0	5

This part in full (from the top)
SMILES	CRFR2-BP ag	IDE cell inh	CHRM4 antagonist	CHRM5 agonist	CHRM5 antagonist	M4 PAM	CHRM4 agonist	CHRM5 PAM	CRFR2-BP antag
Cc1ccc(Cl)cc1NC(=O)Cn1nc(-c2cccs2)ccc1=O	-0.8	6	-4	3	0	-3	5	-1	-13
COc1ccc(CC(=O)NCc2cn3ccsc3n2)cc1	1.4	-2	-14	0	-2	6	0	0	5
COc1ccc(F)cc1S(=O)(=O)Nc1ccncc1	-0.4	1	8	-1	5	-1	0	-1	1
CCO[C@H]1OC(C(=O)N2CCN(C)CC2)=C[C@@H](c2ccc(C(F)(F)F)cc2)[C@@H]1CCCO	0.6	8	1	1	4	4	1	7	-12
O=C(C1CCCN1S(=O)(=O)c1ccc(Cl)cc1)N1CCOCC1 (configuration not stated)	-1.2	3	11	2	-6	19	1	8	-4
O=C(Cn1c(=O)cnc2ccccc21)Nc1cccc(S(=O)(=O)N2CCOCC2)c1	0.5	0	-4	-3	2	11	2	7	1
Cc1ccccc1CC(=O)Nc1ccc2c(c1)c(=O)n(C)n2-c1ccccc1F	/	/	1	5	7	0	2	-2	/
CCC1(c2ccc(F)cc2)NC(=O)N(CC(=O)N2c3ccccc3NC(=O)CC2C)C1=O (configuration not stated)	2.4	-2	-7	0	-2	7	1	2	4
O=C(Nc1ccc(C(F)(F)F)cc1)C1CCN(S(=O)(=O)c2ccc(N3CCCC3=O)cc2)CC1	0.0	6	3	-2	-4	-3	3	-8	-2
CCSc1nnc(NC(=O)[C@H](C)N2C(=O)C3CC=CCC3C2=O)s1 (some centres not stated)	13	5	6	1	6	6	2	0	2
CCOC(=O)c1ccc([N+](=O)[O-])cc1NC(C)=O	-0.5	7	10	-1	-1	0	0	-3	16
COc1cccc(CNC(=O)c2ccncc2)c1	-0.5	1	-1	0	-9	2	1	2	4
O=C(NCCN1CCCC1)C1CC(=O)N(C2CCCCC2)C1 (configuration not stated)	0.9	10	4	-2	-3	-2	1	1	16
COc1cccc(CC(=O)Nc2nc3c(s2)C(=O)CC(C)(C)C3)c1	-0.1	4	-6	-3	9	10	0	-6	-2
CC(CCc1ccccc1)NC(=O)COC(=O)c1cccs1 (configuration not stated)	1.1	2	0	-4	8	7	1	2	1
COc1cccc(NC(=O)c2ccc3c(SCC(=O)O)c4c(nc3c2)CCCC4)c1	1.1	5	2	2	-8	13	3	6	1
Cc1ccccc1-c1cc(C(=O)NCC2CC2)nn1CC1CC(c2cccc([N+](=O)[O-])c2)=NO1 (configuration not stated)	-2.2	2	-1	-7	2	-3	3	-2	3
O=C(CSc1nnc(-c2cccnc2)n1-c1ccccc1)Nc1ccc2c(c1)OCO2	0.1	13	0	-1	4	2	0	1	7
O=C(O)c1cc(N2C(=O)CCC2=O)ccc1Cl	-0.7	1	-8	-3	5	6	0	-3	-13
CCOc1ccccc1NC(=O)C1=C(C)NC(=S)NC1c1cccs1 (configuration not stated)	1.1	6	-4	3	3	-1	1	-4	1
Cc1cc(C(=O)CN2C(=O)NC(c3ccccc3)(c3ccccc3)C2=O)c(C)n1Cc1ccccc1	1.4	-4	-7	-2	-2	-2	0	-4	-27
CCOc1ccc(C(C(=O)NCC2CCCO2)N(C(=O)c2snc(C(N)=O)c2N)c2ccccc2F)cc1 (configuration not stated)	-1.6	1	6	3	15	-9	14	-9	4
COc1ccccc1CCC(=O)Nc1cccc(S(=O)(=O)N2CCCCCC2)c1	0.8	1	-4	-2	-1	0	3	-3	-9
CCOC(=O)N1CCN(C(=O)COc2ccc(Br)cc2)CC1	-1.0	-1	8	1	1	8	0	1	14
O=C(CCS(=O)(=O)c1ccc(F)cc1)Nc1nc(-c2ccncc2)cs1	-0.3	5	7	7	12	-8	12	-8	-19
Cc1nnc(NC(=O)CCn2c(=O)oc3ccc(Cl)cc32)s1	-0.4	5	-2	-4	2	1	1	-5	-8
O=Cc1ccc(OCc2nnsc2Cl)cc1	-0.6	2	11	-2	0	-1	9	-6	10
Cc1[nH]c2ccccc2c1C(=O)CSc1nc2ccccc2c(=O)n1CCCN1CCOCC1	4.8	2	27*	4	20	-14	25	-20	-13
COC(=O)c1c(C(=O)OC)c(-c2ccccc2)n2c1CS(=O)(=O)C2	0.8	1	13	0	4	-7	0	-2	-9
CCCCCNC(=O)C(c1cccc2ccccc12)n1c(=O)c(-c2cc3ccccc3[nH]2)nc2ccccc21 (configuration not stated)	/	/	-5	2	-1	-4	1	-3	/
CC1CCN(C(=O)CSc2nnc(N)s2)CC1	-1.0	/	-9	-6	-4	6	0	-2	2
CCN(c1c(C)n(C)n(-c2ccccc2)c1=O)S(C)(=O)=O	0.0	-5	13	-6	0	-2	2	2	-10
Cc1ccccc1-c1nnn(CC(=O)NCc2ccc3c(c2)OCO3)n1	-1.9	4	6	-1	1	2	0	-1	9
Cc1cc(C=O)c(C)n1-c1ccc(NC2CCCC2)c([N+](=O)[O-])c1	-0.7	-4	9	-6	2	-17	1	-5	-17
O=C(/C=C/c1cccc([N+](=O)[O-])c1)c1ccc2c(c1)OCCO2	0.4	-4	5	-5	6	0	1	-1	-24
COc1cc2sc3cc(NCC[C@@H]4CCCN4C)ccc3c(=O)c2cc1OC	-2.4	2	6	-1	16	1	-2	6	1
COc1ccc2cc(C(=O)C3CCCN(C(=O)c4cccnc4)C3)ccc2c1 (configuration not stated)	0.3	-4	8	0	7	-3	5	-2	24
O=C(Cc1cccs1)NC(c1ccccc1)c1ccccc1	1.1	2	-4	-1	8	-7	10	-13	22
CCOC(=O)N1CCN(C(=O)COc2cccc3c2CCN(Cc2ccccc2C)C3=O)CC1	-1.4	6	-10	0	-5	1	7	-11	21
COc1cccc(CN2CCN(C(=O)CC(C)C)CC2)c1	0.4	-2	-2	-4	-1	-1	0	-2	1
COc1ccc(NC(=O)NC(C)c2ccncc2)cc1OC (configuration not stated)	-2.9	3	6	2	0	6	0	-3	4
CC/C(=N\NC(=O)c1cc(C)oc1C)c1ccc(OC(F)F)cc1	-2.0	/	-12	-1	-2	4	0	-3	4
Cc1ccc(NCc2nnc(SCCN3CCCCC3)n2CC2CCCO2)c(C)c1 (configuration not stated)	1.4	-2	-7	-8	-2	1	1	1	-5
Cc1nn(CC(=O)Nc2ccc(N3CCOCC3)cc2)c(C)c1[N+](=O)[O-]	0.8	5	6	0	11	3	1	7	-16
COC(=O)c1cc(Cl)c(NC(=O)c2cc3ccccc3o2)cc1OC	-2.8	-3	2	-2	-4	3	0	4	16
Cc1ccc(C(=O)OCC(=O)NCc2ccco2)s1	0.9	7	3	-1	-2	2	0	0	-12
O=C(/C=C/c1cccc([N+](=O)[O-])c1)N1CCN(Cc2ccccc2)CC1	-2.3	3	3	-11	10	0	1	0	17
CN(C)c1ccnc(Oc2ccc(C(C)(C)C)cc2)c1C#N	-0.7	3	1	-2	3	-3	6	-3	10
CC(C)C(C)(C#N)NC(=O)CSc1nc2scc(-c3ccco3)c2c(=O)n1-c1ccccc1 (configuration not stated)	0.3	-3	-2	-6	-5	5	2	1	3
Cc1csc2ncc(C(=O)Nc3cccc(C(F)(F)F)c3)c(=O)n12	2.4	3	8	3	2	0	0	-1	-20
CCOc1cc(CNCc2ccccc2)ccc1OCc1ccc(Cl)cc1	-0.1	-1	28*	12	26	-15	34*	-13	-19
Cc1nc(N)sc1-c1nnc(SCC(=O)Nc2ccccc2C(F)(F)F)n1C	-2.4	8	0	0	12	1	0	-6	5
CC1C=CCC2C(=O)N(c3ccc(Cl)cc3O)C(=O)C12 (configuration not stated)	9.6	9	-7	-2	4	5	1	2	-9
CC(=O)C1=C(O)C(=O)N(Cc2ccccc2)C1c1ccc(N(C)C)cc1 (configuration not stated)	0.4	3	-11	4	-1	-1	1	7	5
COc1cccc(CNC(=O)C2CCN(C(=O)N(C)C)CC2)c1	-1.2	-1	-6	1	-5	-1	0	6	3
Cc1nnc(SCC(=O)Nc2ccc3c4c(cccc24)CC3)n1C	3.2	4	2	3	-3	0	0	6	13
CCc1ccccc1N1CN(Cc2cccnc2)CNC1=S	-1.5	-1	-8	3	-1	1	8	2	1
COC(=O)c1c(-c2ccccc2)c(-c2ccccc2)nn(C)c1=O	-4.0	2	-14	8	-7	3	0	11	10
Cn1c(SCC(=O)NCCc2ccccc2)ncc(C(=O)Nc2ccc(F)cc2)c1=O	3.8	2	-1	2	3	3	1	-7	-7
CC(=O)Nc1ccc(NC(=O)CCSCCc2ccccn2)cc1	1.3	-3	19	1	-1	3	0	10	-9
Next entries follow.
SMILES	CRFR2-BP ag	IDE cell inh	CHRM4 antagonist	CHRM5 agonist	CHRM5 antagonist	M4 PAM	CHRM4 agonist	CHRM5 PAM	CRFR2-BP antag
CC1CC(C)CN(c2ccc(NS(=O)(=O)c3ccccc3)cc2C(=O)O)C1 (configuration not stated)	-0.1	-2	-2	-5	11	-2	0	-2	-2
CC(C)(C)c1ccc(C(=O)Nc2ccc(C(=O)N3CCOCC3)cc2)cc1	0.2	-2	3	-2	18	-6	11	2	0
COc1ccc(-c2csc(NC(=O)c3ccccc3F)c2C(=O)O)cc1	-2.8	2	13	-4	11	-6	-1	-3	38
CCOC(=O)c1ccc(CNC(=O)CSc2nnc(-c3ccncc3)o2)cc1	-0.6	-1	-3	1	-5	0	1	7	1
CCOC(=O)C1CCCN(C(=O)Cn2cnc3sc(C)c(S(=O)(=O)N4CCOCC4)c3c2=O)C1 (configuration not stated)	-1.3	-3	0	-2	2	3	1	5	-1
Cc1cc(C)n(-c2nc(NCCCN(C)C)c3c4c(sc3n2)CCCC4)n1	-1.7	3	0	-5	4	-1	5	4	-11
Fc1c(F)c(-n2nnc3ccccc32)c(F)c(F)c1Cl	0.6	1	4	0	8	-5	-1	-4	-10
COc1ccccc1NC(=O)N(O)C1(C#N)CCCCC1	4.5	/	-10	2	4	1	1	-9	-5
O=C(Nc1cccnc1)c1ccc(-c2ccccc2)cc1	0.8	9	4	-1	4	-10	5	-9	2
COc1cc2cc(C(c3nnnn3C(C)(C)C)N3CCc4ccccc4C3)c(=O)[nH]c2cc1OC (configuration not stated)	18	2	4	3	12	-7	12	-11	-51
CC(C)CSc1nnc(N)s1	-1.6	0	-2	-8	10	3	0	2	3
